Screening data (PubChem)
POLB inh: DNA polymerase beta (human) inhibition; Potency, µM (top dose mostly 114 µM), without a hit: top-dose activity change, negative = inhibition, usual class: inhibitors; Pol beta primer extension/strand displacement, fluorescence kinetic; 1.3% of 340,000 active; P06746; further: on the % scale 0 is the no-effect control and ±100 the full control effect
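Enzyme-only controls used 10 nM Pol beta; buffer lacking enzyme served as negative control. Compound preincubated 15 min, then 50 nM substrate added; 0 and 10 min reads at room temperature.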
BLM inh: Bloom syndrome helicase (human) inhibition | Potency, µM (doses to about 56.1 µM), for inactives: at the highest dose activity change, negative = inhibition, usual class: inhibitors | P54132 | 0.2% of 350,000 active | AID 2528 | recombinant BLM DNA unwinding, fluorescence dequenching;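 further: plate controls were vehicle for no effect and no enzyme for full effect; nearly all actives have a fitted effect of over 35% in size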
POLK inh: blocks human DNA polymerase kappa activity; purified Pol kappa, fluorescent DNA synthesis assay, 10 min; Potency, µM (titrated, usually from 107 µM), for inactives: at the top dose activity, negative = inhibition, hits mostly inhibitors; 0.53% of 400,000 active; AID 588579; further: on the % scale 0 is the no-effect control and ±100 the full control effect
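Inhibition of 10 nM Pol kappa is measured by a fluorescent read-out at 0 and 10 min following addition of 50 nM substrate (final), with a 15-min room-temperature compound preincubation.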
APE1 inh: APE1 (human) endonuclease inhibition | P27695 | recombinant APE1, TAMRA/BHQ-2 abasic DNA cleavage fluorescence | Potency, µM (highest dose often 65.8 µM), for the others: at the highest dose activity change, negative = inhibition, most hits filed as inhibitors | 0.35% of 350,000 active;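 further: plate controls were vehicle for no effect and reference inhibitor for full effect; nearly all actives have a fitted effect of over 55% in size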
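Incision of a quenched TAMRA/BHQ-2 THF abasic-site duplex (50 nM) by 0.75 nM APE1, after 15 min compound preincubation, measured as fluorescence increase over three 60 s reads. Values normalized to buffer, DMSO and NSC13755 control wells.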
BAZ2B block: blocks human BAZ2B; AlphaScreen BAZ2B-H3K14Ac peptide displacement; Q9UIF8; Potency, µM (highest dose often 114 µM), for inactives: top-dose activity change, negative = inhibition, most hits filed as inhibitors; 4.4% of 360,000 active; further: on the % scale 0 is the no-effect control and ±100 the full control effect; nearly all actives have a fitted effect of over 60% in size
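Protein-peptide AlphaScreen: BAZ2B 50 nM, b-H3K14Ac 50 nM, 1x PBS pH 7.4 + 0.01% Tween-20. Preincubation 30 min RT; cpd 30 min RT (top 110 uM); beads 20 min RT, light-protected.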
Pol eta inh: inhibitors of human DNA polymerase eta; 1.2% of 390,000 active; recombinant Pol eta, fluorescent DNA replication assay; Q9Y253; Potency, µM (doses to about 114 µM), for the others: top-dose activity change, negative = inhibition, most hits filed as inhibitors; AID 588591; further: on the % scale 0 is the no-effect control and ±100 the full control effect
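Fluorescent replication assay: 50 nM final substrate added after a 15 min room-temperature compound preincubation with 10 nM enzyme. Signal taken at 0 min and again at 10 min.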
Apoferritin bind: candidate novel general anesthetic via apoferritin binding; P02791; apoferritin/1-aminoanthracene competitive binding, fluorescence; Potency, µM (series often up to 77.5 µM), for inactives: top-dose activity change, negative = displacement, actives largely listed as inhibitors; 0.074% of 350,000 active; further: on the % scale 0 is the no-effect control and ±100 the full control effect; nearly all actives have a fitted effect of over 20% in size
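Apoferritin-based anesthetic binding model; compound displacement of fluorescent 1-AMA measured as endpoint fluorescence after 10 minutes at room temperature, scaled to free-ligand and complex controls.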
POLI inh: DNA polymerase iota (human) inhibition. Q9UNA4. Pol iota fluorescent replication assay, 10 min. Potency, µM (titrated, usually from 115 µM), inactives show at the highest dose activity, negative = inhibition, most hits filed as inhibitors. 1% of 390,000 active. AID 588590
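Pol iota at 10 nM preincubated 15 min with compounds at room temperature; reaction started with fluorescent substrate, 50 nM final. Fluorescence read kinetically at 0 and 10 min; buffer-only wells as negative control.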
G9a block: G9a (human) methyltransferase inhibition. G9a H3K9 monomethylation, AlphaScreen, 2 h. Q96KQ7. AID 504332. Potency, µM (top dose mostly 102 µM), inactives show at the highest dose activity, negative = inhibition, actives largely listed as inhibitors. 8.8% of 350,000 active; further: on the % scale 0 is the no-effect control and ±100 the full control effect; nearly all actives have a fitted effect of over 75% in size
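Chemiluminescent proximity detection of H3K9 monomethylation, read after 10 min bead incubation in the dark. Reaction: 20 nM G9a, 500 nM biotin-H3K9 peptide, 20 uM SAM cofactor, 2 h, room temperature, following 15 min enzyme-compound preincubation.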
An asterisk follows results filed as active; [ ] = dose if it differs, or a comment. The call rests on the fitted dose curve; in most records, active means well fitted curve in the direction sought with a large enough effect; inconclusive means small, poorly fitted or top-dose-only effect, or another doubt; inactive means no such curve, though single readings can be large; an effect the other way counts as inactive or inconclusive. Potency means the concentration at half of the fitted maximal effect. A portion of the library. The share of hits here may be higher or lower than overall.

What do the screens show for `O=[N+]([O-])c1ccc(Cl)c(/C=N/n2c(-c3ccncc3)n[nH]c2=S)c1`?
POLB inh: -6.9%; BLM inh: -0.9%; POLK inh: 2.4%; APE1 inh: -2.2%; BAZ2B block: -1.2%; Pol eta inh: -14.1%; Apoferritin bind: 5.0%; POLI inh: inconclusive; G9a block: 3.98µM*

What do the screens show for `COc1ccc(Oc2nc3c(C)cccn3c(=O)c2/C=C(\C#N)C(N)=O)cc1`?
POLB inh: 14.2%; BLM inh: 0.2%; POLK inh: -0.8%; APE1 inh: 2.7%; BAZ2B block: -0.5%; Pol eta inh: -9.3%; Apoferritin bind: -2.6%; POLI inh: 49.6%[activator]; G9a block: -3.2%

Results for COc1cccc(C(=O)Nc2ccc(N3CCN(C(=O)c4cccs4)CC3)cc2)c1 ?
POLB inh: -9.7%; BLM inh: -10.1%; POLK inh: 6.1%; APE1 inh: 51.4%[activator]; BAZ2B block: -28.1%; Pol eta inh: -4.8%; Apoferritin bind: -1.2%; POLI inh: 122.0%[activator]; G9a block: inconclusive

How did CCc1cc(C(=O)N(CC)CC(=O)Nc2ccc(OC)cc2)sc1C do in these assays?
POLK inh: -4.5%; APE1 inh: -5.8%; BAZ2B block: 5.1%; Pol eta inh: -16.0%; POLI inh: -1.3%; G9a block: inconclusive

How did O=C(CSc1nnnn1-c1ccc2c(c1)OCCO2)OC1CCCCC1 do in these assays?
POLB inh: -7.2%; BLM inh: -13.3%; POLK inh: -20.1%; APE1 inh: 7.3%; BAZ2B block: 22.8%; Pol eta inh: -4.6%; Apoferritin bind: -4.1%; POLI inh: -0.9%; G9a block: -28.5%[12.7 µM]

What do the screens show for `Cc1cc(OCC(=O)N2CCCC2)ccc1Cl`?
POLB inh: 26.5%; BLM inh: -1.1%; POLK inh: -7.7%; APE1 inh: 11.1%; BAZ2B block: 5.3%; Pol eta inh: 1.5%; Apoferritin bind: -12.9%; POLI inh: 15.2%; G9a block: -6.4%[59 µM]

What do the screens show for `CC1CCN(S(=O)(=O)c2ccccc2)CC1`?
POLB inh: 6.4%; BLM inh: -2.3%; POLK inh: -10.7%; APE1 inh: 6.4%; BAZ2B block: 2.6%; Pol eta inh: -14.0%; Apoferritin bind: -9.4%; POLI inh: -8.5%; G9a block: 51.8%[activator]

How did Cn1c(NC(=O)c2ccc(F)cc2)c(-c2cccs2)c(=O)c2ccccc21 do in these assays?
POLB inh: inconclusive; BLM inh: -10.3%; POLK inh: -21.5%; APE1 inh: 0.5%; BAZ2B block: -14.6%; Pol eta inh: -17.8%; Apoferritin bind: -11.0%; POLI inh: inconclusive; G9a block: 6.3%

What do the screens show for `CCOC(=O)c1[nH]c2c(c1Cc1ccccc1)C(=O)CC(c1ccc(Cl)cc1)C2` (stereo unspecified)?
POLB inh: -7.0%; BLM inh: -9.6%; POLK inh: -7.7%; BAZ2B block: -13.7%; Pol eta inh: 5.6%; Apoferritin bind: -13.9%; POLI inh: inconclusive; G9a block: -18.9%[59 µM]

Results for CC(C)(C)C1CCC(=NNC(=O)C2COc3ccccc3O2)CC1 (stereo unspecified) ?
POLK inh: 1.0%; APE1 inh: -4.2%; BAZ2B block: 0.2%; Pol eta inh: -3.4%; POLI inh: -19.6%; G9a block: 13.3%[59 µM]

What do the screens show for `Cc1ccc2c(c1)N(CC(=O)N1CCCCCC1)C(=O)c1cccnc1O2`?
POLB inh: 34.4%; BLM inh: -2.2%; POLK inh: 5.9%; APE1 inh: 32.0%; BAZ2B block: inconclusive; Pol eta inh: -14.1%; Apoferritin bind: -11.8%; POLI inh: 30.5%[activator]; G9a block: -24.9%

What do the screens show for `CC(C)C[C@H](NC(=O)c1nc[nH]c1C(=O)N1CCc2ccccc2C1)C(=O)OCc1ccccc1`?
POLB inh: 7.1%; BLM inh: -14.8%; POLK inh: -3.8%; APE1 inh: 7.9%; BAZ2B block: -1.7%; Pol eta inh: -11.2%; Apoferritin bind: -14.5%; POLI inh: 7.3%; G9a block: 26.1%[12.7 µM]

How did Cc1ccccc1S(=O)(=O)/N=C(/Nc1c(C)n(C)n(-c2ccccc2)c1=O)c1ccccc1 do in these assays?
POLB inh: 8.5%; BLM inh: 1.2%; POLK inh: -18.9%; APE1 inh: -1.3%; BAZ2B block: 18.2%; Pol eta inh: -19.5%; Apoferritin bind: -7.7%; POLI inh: 175.6%[activator]; G9a block: 57.0%[activator]

Results for O=C(CCCSc1ccccc1)Nc1nc(-c2ccco2)c(-c2ccco2)s1 ?
POLB inh: inconclusive; BLM inh: -25.9%; POLK inh: inconclusive; APE1 inh: -2.7%; BAZ2B block: 22.4µM*; Pol eta inh: inconclusive; Apoferritin bind: inconclusive; POLI inh: inconclusive; G9a block: inconclusive

What do the screens show for `C[C@H](NC(=O)[C@@H]1CSC2c3ccccc3C(=O)N21)C(=O)NC1CCCC1` (stereo partly specified)?
POLB inh: 1.5%; BLM inh: 0.8%; POLK inh: -15.9%; APE1 inh: -4.1%; BAZ2B block: -1.1%; Pol eta inh: -2.1%; Apoferritin bind: -8.7%; POLI inh: -14.5%; G9a block: -0.9%[0.0925 µM]

What do the screens show for `COc1ccccc1N(CC(=O)NCCSc1ccccc1)S(=O)(=O)c1ccc(C)cc1`?
POLB inh: -8.5%; BLM inh: -5.6%; POLK inh: -6.4%; BAZ2B block: 2.3%; Pol eta inh: -8.1%; Apoferritin bind: 94.8%[activator]; POLI inh: -8.5%; G9a block: -7.7%[59 µM]

How did O=C(NCc1ccc(F)cc1)C1CCN(S(=O)(=O)c2ccc(Br)s2)CC1 do in these assays?
POLB inh: 91.8%; BLM inh: -6.4%; POLK inh: -3.2%; APE1 inh: 9.0%; BAZ2B block: 8.7%; Pol eta inh: -21.2%; Apoferritin bind: -0.9%; POLI inh: 9.7%; G9a block: 10.7%

What do the screens show for `CCOC(=O)c1cc(NC(=O)C2C3C=CC(O3)C2C(=O)O)cc(C(=O)OCC)c1` (stereo unspecified)?
POLB inh: -11.4%; BLM inh: -3.2%; POLK inh: -0.3%; APE1 inh: 22.0%; BAZ2B block: -11.0%; Pol eta inh: 15.0%; Apoferritin bind: -8.6%; POLI inh: 5.4%; G9a block: inconclusive

Results for O=C(N=C1c2ccccc2CN1c1ccc(F)cc1)c1ccc(Cl)nc1 ?
POLB inh: 0.5%; BLM inh: 6.5%; POLK inh: -6.2%; APE1 inh: -3.0%; BAZ2B block: 4.1%; Pol eta inh: -6.3%; Apoferritin bind: 9.9%; POLI inh: 17.0%; G9a block: 22.4µM*

How did CC1CN(C(=O)CCNS(=O)(=O)c2ccc(Br)cc2)CC(C)O1 (stereo unspecified) do in these assays?
POLK inh: -14.3%; APE1 inh: 18.8%; BAZ2B block: 0.8%; Pol eta inh: -25.2%; POLI inh: 26.1%; G9a block: -0.3%

Results for [S-]C(=Nc1ccc(Cl)cc1)N[n+]1ccccc1 ?
POLB inh: 8.3%; BLM inh: -11.1%; POLK inh: 1.3%; APE1 inh: inconclusive; BAZ2B block: -3.2%; Pol eta inh: -6.3%; Apoferritin bind: 4.4%; POLI inh: 28.0%; G9a block: inconclusive

Results for CC(C)Oc1cccc(C(=O)C2CCCN(C(=O)CCc3cnn(C)c3)C2)c1 (stereo unspecified) ?
POLB inh: 41.3%; BLM inh: -5.7%; POLK inh: -7.9%; APE1 inh: 17.0%; BAZ2B block: 0.4%; Pol eta inh: -9.8%; Apoferritin bind: -14.1%; POLI inh: 23.8%; G9a block: 89.9%[activator]

What do the screens show for `Cc1cc(NC(=O)c2ccco2)sc1C`?
POLK inh: -4.2%; APE1 inh: 36.6%; BAZ2B block: -20.1%; Pol eta inh: -2.1%; POLI inh: 36.0%[activator]; G9a block: inconclusive

What do the screens show for `O=C(CCn1nc(-c2ccc(Cl)cc2)ccc1=O)NCCCN1CCCCCC1`?
POLB inh: 56.2%; BLM inh: -3.8%; POLK inh: -17.3%; APE1 inh: 16.0%; BAZ2B block: -1.3%; Pol eta inh: -12.8%; Apoferritin bind: -20.2%; POLI inh: 7.7%; G9a block: inconclusive

What do the screens show for `C/C(=N/NC(=O)C1COc2ccccc2O1)c1ccc(Br)s1` (stereo unspecified)?
POLB inh: -2.3%; BLM inh: -1.3%; POLK inh: 0.4%; APE1 inh: -0.1%; BAZ2B block: 0.0%; Pol eta inh: -2.0%; Apoferritin bind: -11.1%; POLI inh: 97.0%[activator]; G9a block: 7.3%

How did CC(c1ccccc1)N(C)CC(=O)NC(=O)NCCC1=CCCCC1 (stereo unspecified) do in these assays?
POLK inh: -12.6%; APE1 inh: 1.1%; BAZ2B block: 33.1%; Pol eta inh: -9.3%; POLI inh: 4.8%; G9a block: 13.3%[12.7 µM]

What do the screens show for `C/C(=N\NC(=S)NC(C)C)c1ccc(C(C)(C)C)cc1`?
POLB inh: 32.4%; BLM inh: -10.3%; POLK inh: -20.8%; APE1 inh: -0.9%; Pol eta inh: -24.5%; Apoferritin bind: 2.2%; POLI inh: 173.1%[activator]; G9a block: inconclusive

What do the screens show for `C[N+](C)(CCOc1ccccc1)Cc1ccccc1` (tested in a mixture with another compound)?
POLB inh: -5.3%; BLM inh: -1.1%; POLK inh: -9.9%; APE1 inh: -16.6%; BAZ2B block: -1.5%; Pol eta inh: -12.1%; Apoferritin bind: 6.1%; G9a block: 39.8µM*

Quoted at random: 2 compounds from above.
How did CC1CN(C(=O)CCNS(=O)(=O)c2ccc(Br)cc2)CC(C)O1 (stereo unspecified) do in these assays?
POLK inh: -14.3%; APE1 inh: 18.8%; BAZ2B block: 0.8%; Pol eta inh: -25.2%; POLI inh: 26.1%; G9a block: -0.3%

Results for CC(C)Oc1cccc(C(=O)C2CCCN(C(=O)CCc3cnn(C)c3)C2)c1 (stereo unspecified) ?
POLB inh: 41.3%; BLM inh: -5.7%; POLK inh: -7.9%; APE1 inh: 17.0%; BAZ2B block: 0.4%; Pol eta inh: -9.8%; Apoferritin bind: -14.1%; POLI inh: 23.8%; G9a block: 89.9%[activator]
